Screening data (PubChem)
NFkB transloc inh – inhibitors of IL-1B driven NFkB p65 nuclear import, primary screen, imaging, HUVEC, IL-1B stimulus, high-content imaging. HUVEC IL-1B NFkB p65 nuclear translocation imaging. inhibition, % at 2 µM. 94,000 tested, 0.43% active. AID 796, 2007;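 active means inhibition above about 30% together with a positive call from visual inspection of the well image, limit read from the data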;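 further: nuclear over cytoplasmic p65 intensity ratio measured by imaging; 0% = IL-1B stimulated DMSO wells and 100% = unstimulated DMSO wells; values of inactives mirror those of a sister screen read the other way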
PLAP inhibitors HTS – PLAP enzyme inhibitors, biochemical, luminescence, HTS (AID 690); inhibition, % at 20 µM; hits with a dose series show IC50 in µM; purified PLAP, luminescent substrate; higher % means a stronger effect; 96,000 tested, 0.08% active; Alkaline phosphatase, placental type (Homo sapiens); in the data active means a potency from the dose series; inactive means the rest, 99 in 100 with inhibition below about 30%; further: strong numbers were not always called active
MRP resist rev – reversal of MRP1-mediated doxorubicin resistance, primary screen, H69AR cells, doxorubicin co-treatment. H69AR cells + 2 uM doxorubicin, CellTiter-Glo, 72 h. differential viability (reversal), % at 10 µM. 85,000 tested, 0.04% active;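 active means viability drop by adding the cancer drug above about 55%, with treated viability meeting a 40% cutoff, limit read from the data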;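 further: viability without doxorubicin minus viability with 2 µM doxorubicin for each compound; larger differential means the compound sensitizes cells more to doxorubicin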
Bcl-B displacement – displacers of TR3 peptide from Bcl-B, primary screen, selectivity assay for Bfl-1 inhibitor project, biochemical, fluorescence polarization; Bcl-2-like protein 10 (Homo sapiens); FP displacement of FITC-TR3 peptide from Bcl-B; higher % means a stronger effect; displacement, % at 20 µM, or IC50 in µM where a hit was titrated; 96,000 tested, 0.11% active; AID 748, 2007;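 active means displacement above 50% at 20 µM plus a fluorescence interference ratio under 1.5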;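 further: plate controls were wells without compound for no effect and wells lacking Bcl-B protein for full effect; a part of the inactive calls stands beside numbers as strong as those of hits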
NFkB transloc pot – enhancers of NFkB p65 translocation in HUVEC – imaging, IL-1B stimulus, high-content imaging, primary screen | HUVEC IL-1B NFkB p65 nuclear translocation imaging | activation, % at 2 µM | 94,000 tested, 0.3% active;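 active means activation above 40%, about the mean plus 3 SD, also judged a hit on visual image review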;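 further: percent activation is computed from the nuclear over cytoplasmic p65 intensity ratio; values of inactives mirror those of a sister screen read the other way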
MRP resist rev cytotoxicity – also measured in MRP resist rev; calls as there; viability, %; H69AR cells, CellTiter-Glo, 72 h; measured here: cytotoxicity without doxorubicin
MRP resist rev with doxorubicin – also measured in MRP resist rev; calls as there; viability, %; measured here: viability with 2 uM doxorubicin; active compounds read low
NFkB transloc inh cell count 2 µM – recorded beside NFkB transloc inh, whose call it bears; cell count; measured here: cells passing quality filter;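 raw number of nuclei counted in each imaged well without normalization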
NFkB transloc pot cell count 2 µM – recorded beside NFkB transloc pot, whose call it bears; cell count; measured here: cells passing quality filter
An asterisk follows results filed as active; · = not tested or not shown. Some of the compounds tested. The share of hits here may be higher or lower than overall.

smiles | NFkB transloc inh | NFkB transloc inh cell count 2 µM | PLAP inhibitors HTS | MRP resist rev | MRP resist rev cytotoxicity | MRP resist rev with doxorubicin | Bcl-B displacement | NFkB transloc pot | NFkB transloc pot cell count 2 µM
CCN(Cc1ccccc1)C(=O)C1CCC(CNc2c(N3CCOCC3)c(=O)c2=O)CC1 (configuration not stated) | -20 | 198 | -15% | 2 | 94 | 92 | 3% | 20 | 198
CCCCc1c(O)nc2sc3cc(OC)ccc3n2c1=O | -19 | 184 | 16% | · | · | · | -10% | 19 | 184
N#CCC(=N)N1CCN(c2ccc(Cl)cc2)CC1 | -10 | 135 | -4% | · | · | · | -1% | 10 | 135
COCCNC(=S)NCCCNc1nc2cc3c(cc2cc1C#N)OCO3 | -1 | 126 | -77% | · | · | · | 15% | 1 | 126
COc1ccccc1N(C(=O)c1ccco1)C(C(=O)NC1CCCC1)c1cccnc1 (configuration not stated) | 2 | 93 | -3% | 12 | 101 | 89 | 0% | -2 | 93
Cc1cc(C)c2c(n1)sc1c(N3CCOCC3)ncnc12 | -6 | 115 | · | -3 | 78 | 81 | · | 6 | 115
COC(=O)c1ccccc1OCCCOc1ccc(C)cc1OC | 3 | 176 | · | · | · | · | 0% | -3 | 176
Cc1ccc(-c2csc(N(Cc3ccco3)C(=O)c3cccs3)n2)cc1 | 1 | 154 | 42% | · | · | · | -6% | -1 | 154
CCOC(=O)C1=C(C)NC2=C(C(=O)CC(C)(C)C2)C1c1coc2ccccc2c1=O (configuration not stated) | -1 | 110 | · | -7 | 99 | 106 | · | 1 | 110
Cc1c(Cl)cccc1NC(=S)NN1CCOCC1 | 5 | 167 | 1% | 10 | 100 | 90 | -6% | -5 | 167
O=C(O)c1nn(-c2ccccc2)ccc1=O | -18 | 191 | -1% | · | · | · | -18% | 18 | 191
O=C1CN(CC(=O)N2CCOCC2)c2ccccc2O1 | -22 | 202 | -32% | -9 | 74 | 83 | -2% | 22 | 202
O=C(Nc1ccc(-c2nnc(-c3ccccc3)o2)cc1)C(F)(F)F | 3 | 108 | -17% | · | · | · | -13% | -3 | 108
CC(=O)N1CCN(c2ccc(Oc3nnnn3-c3ccccc3)cc2)CC1 | 1 | 135 | -39% | -4 | 97 | 101 | 5% | -1 | 135
Oc1ccc2ccccc2c1CNc1cnc2ccccc2c1 | 0 | 161 | -34% | · | · | · | -8% | 0 | 161
CCC(=O)Nc1ccc2c(c1)ncn2-c1ccccc1OC | 7 | 88 | 10% | 11 | 84 | 73 | -8% | -7 | 88
COC(=O)c1ccc(C2C(Oc3ccccc3)C(=O)N2CCc2ccc(OC)c(OC)c2)cc1 (configuration not stated) | 2 | 158 | 13% | · | · | · | -3% | -2 | 158
CC(C)C(C)(C#N)NC(=O)CSc1nnc(C(F)(F)F)n1C (configuration not stated) | 7 | 147 | 4% | 1 | 95 | 94 | 0% | -7 | 147
O=C(CCSCCc1ccccn1)Nc1ccc(Cl)cn1 | -21 | 183 | 20% | 16 | 96 | 80 | -11% | 21 | 183
COc1ccc(-n2c(SCC(=O)c3c(N)n(C)c(=O)n(C)c3=O)nc3ccccc32)cc1 | -18 | 184 | 5% | 2 | 91 | 89 | -7% | 18 | 184
Cc1cc(C)c2c(c1)c(C)cc1nnc(SCC(=O)NCc3ccco3)n12 | -10 | 123 | -68% | -7 | 66 | 73 | 30% | 10 | 123
CCCCSC1=C(C#N)C(c2ccccc2C)C(C(=O)OCC)C(=O)N1 (configuration not stated) | 7 | 94 | 18% | -14 | 93 | 107 | -14% | -7 | 94
COc1ccc(-c2noc(CSc3ccccc3)n2)cc1OC | -4 | 98 | 5% | -17 | 57 | 75 | -13% | 4 | 98
CCC(C)NCC(=O)Nc1ccc(-c2nc3cc(NC(=O)CNC(C)CC)ccc3o2)cc1 (configuration not stated) | 6 | 204 | -53% | -25 | 60 | 85 | -1% | -6 | 204
Cc1cc(Nc2ccccc2)nn1C(=O)c1ccc(Br)cc1 | -10 | 191 | 26% | -12 | 29 | 41 | -14% | 10 | 191
COC(=O)c1ccc(-n2nnnc2SCC(=O)Nc2ccccc2OC)cc1 | 2 | 96 | 22% | 9 | 85 | 77 | -3% | -2 | 96
O=C(N/N=C/c1c[nH]c2ccc(Br)cc12)c1ccn(Cc2ccc(Cl)cc2Cl)n1 | 0 | 133 | -14% | · | · | · | 6% | 0 | 133
CC(C)CSc1ncc(-c2cccc(C(F)(F)F)c2)cn1 | 2 | 142 | 2% | · | · | · | -7% | -2 | 142
COc1ccc(C(=O)N2CCN(c3cccc(Cl)c3)CC2)c(OC)c1 | -9 | 172 | -84% | -39 | 15 | 54 | -8% | 9 | 172
CCc1cc2c(=O)c(-c3cnn(-c4ccccc4)c3)c(C)oc2c(CN2CCCCC2)c1O | -6 | 144 | -33% | -22 | 51 | 73 | -13% | 6 | 144

Record cards (already shown):
CCC(C)NCC(=O)Nc1ccc(-c2nc3cc(NC(=O)CNC(C)CC)ccc3o2)cc1 (configuration not stated) reads NFkB transloc inh = 6; NFkB transloc inh cell count 2 µM = 204; PLAP inhibitors HTS = -53%; MRP resist rev = -25; MRP resist rev cytotoxicity = 60; MRP resist rev with doxorubicin = 85; Bcl-B displacement = -1%; NFkB transloc pot = -6; NFkB transloc pot cell count 2 µM = 204
CCC(=O)Nc1ccc2c(c1)ncn2-c1ccccc1OC reads NFkB transloc inh = 7; NFkB transloc inh cell count 2 µM = 88; PLAP inhibitors HTS = 10%; MRP resist rev = 11; MRP resist rev cytotoxicity = 84; MRP resist rev with doxorubicin = 73; Bcl-B displacement = -8%; NFkB transloc pot = -7; NFkB transloc pot cell count 2 µM = 88

Next part
smiles | NFkB transloc inh | NFkB transloc inh cell count 2 µM | PLAP inhibitors HTS | MRP resist rev | MRP resist rev cytotoxicity | MRP resist rev with doxorubicin | Bcl-B displacement | NFkB transloc pot | NFkB transloc pot cell count 2 µM
Cc1ccc(/C=N/NC(=O)c2csc(C)c2)o1 | -5 | 122 | · | 0 | 95 | 95 | · | 5 | 122
Cc1cc(C)n(-c2nc3ccccc3n3nnnc23)n1 | · | · | 6% | -6 | 84 | 89 | 1% | · | ·
CC(C)C(=O)Nc1c(-c2cccs2)c(=O)c2ccccc2n1C | -3 | 154 | 18% | -8 | 82 | 90 | -5% | 3 | 154
Cc1c([N+](=O)[O-])c(C(=O)N2CCCC2)nn1C | -10 | 138 | 18% | · | · | · | -2% | 10 | 138
CCOC(=O)c1c(-c2ccc(Cl)cc2)cn2ccccc12 | -5 | 137 | 1% | · | · | · | -8% | 5 | 137
O=C1c2ccccc2C(O)(Cc2ccccc2)N1c1ccc2c(c1)OCO2 (configuration not stated) | · | · | 4% | -1 | 84 | 84 | 10% | · | ·
O=C(Cc1ccccc1)Nc1nc2ccccc2s1 | 9 | 85 | · | 9 | 91 | 83 | · | -9 | 85
CCn1c2ccccc2c2nnc(SCC(=O)Nc3c(C)n(C)n(-c4ccccc4)c3=O)nc21 | 4 | 91 | 8% | · | · | · | 0% | -4 | 91
NC(=O)CN1N=C(c2cc(Cl)sc2Cl)CSC1=O | 5 | 76 | · | -8 | 91 | 99 | · | -5 | 76
Cn1c(=O)c2[nH]c(Nc3ccccc3)nc2n(C)c1=O | -8 | 150 | · | · | · | · | · | 8 | 150
Cc1ccc(NC(=O)CN(c2ccc3c(c2)OCO3)S(=O)(=O)c2c(C)n[nH]c2C)cc1 | -5 | 60 | · | 10 | 105 | 94 | · | 5 | 60
COc1ccc(-c2nnn(Cc3nc(N)nc(N4CCCCC4)n3)n2)cc1 | · | · | 3% | 8 | 88 | 80 | 0% | · | ·
Cn1nnc2cc(C(=O)NCc3ccco3)ccc21 | -10 | 113 | -1% | -7 | 102 | 109 | -5% | 10 | 113
CC[n+]1c(/C=C(\C)SC)sc2ccccc21 | 5 | 133 | 12% | · | · | · | 4% | -5 | 133
COc1cc(OC)nc(Oc2ccccc2C(=O)Oc2ccccc2Cl)n1 | 1 | 162 | -16% | · | · | · | -9% | -1 | 162
CCCCNCC(=O)Nc1sc(C)c(C)c1C(=O)OCC | 3 | 159 | · | 17 | 80 | 63 | · | -3 | 159
CCC1Oc2ccc(Cl)cc2N(CC(=O)O)C1=O (configuration not stated) | -12 | 123 | -1% | · | · | · | 0% | 12 | 123
Cc1ccc(S(=O)(=O)N2CCN(S(C)(=O)=O)C2c2ccccc2)cc1 (configuration not stated) | -4 | 107 | 18% | · | · | · | 0% | 3 | 107
Cc1cccc(-n2nc3c(c2NC(=O)c2ccc(Br)o2)CSC3)c1C | 0 | 89 | -19% | -26 | 60 | 85 | -8% | 0 | 89
Cc1ccc(C(=O)NNC2=NCCC2)cc1 | -2 | 169 | 1% | · | · | · | 5% | 2 | 169
COc1ccc(-c2ncc3ccccn23)cc1 | -19 | 110 | -22% | -18 | 99 | 117 | -4% | 19 | 110
CCOC(=O)c1cc(-c2ccccc2)sc1NC(=O)CN1C(=O)c2ccccc2C1=O | 1 | 117 | · | · | · | · | · | -1 | 117
Cc1cccc(C(=O)N2CCN(c3ccc([N+](=O)[O-])c(NCc4ccco4)c3)CC2)c1 | -12 | 197 | 15% | · | · | · | 5% | 12 | 197
O=C(O)CN1C(=O)CC(Cc2ccccc2)C1=O (configuration not stated) | 4 | 126 | -3% | 9 | 99 | 90 | 7% | -4 | 126
COC(=O)c1ccccc1NC(=O)c1ccc(NS(C)(=O)=O)cc1 | -1 | 110 | 11% | 1 | 80 | 79 | -6% | 1 | 110
Cc1cc(Cl)ccc1NC(=S)Nc1cccnc1 | 13 | 173 | 5% | -1 | 88 | 89 | 7% | -13 | 173
CC(C)CC[n+]1ccn(-c2nc3ccccc3nc2[N-]S(=O)(=O)c2ccccc2)c1 | -11 | 132 | -12% | -1 | 77 | 78 | 11% | 11 | 132
COc1ccc(C2=Nn3c(nnc3-c3ccccc3)SC2)cc1OC | 1 | 187 | 25% | 3 | 84 | 82 | -45% | -1 | 187
Cc1ccc(-n2c(Cn3nc(C(F)F)cc3C(F)F)n[nH]c2=S)cc1 | -6 | 202 | -39% | · | · | · | -3% | 6 | 202
Cc1ccc(C(C(=O)NC2CCCCC2)N2CCOCC2)cc1 (configuration not stated) | -3 | 49 | -10% | 6 | 92 | 86 | 17% | 3 | 49

Shown with two lines to a compound: entries from further up
Values run as follows: NFkB transloc inh	NFkB transloc inh cell count 2 µM	PLAP inhibitors HTS	MRP resist rev	MRP resist rev cytotoxicity	MRP resist rev with doxorubicin	Bcl-B displacement	NFkB transloc pot	NFkB transloc pot cell count 2 µM
- NC(=O)CN1N=C(c2cc(Cl)sc2Cl)CSC1=O
 : 5	76	·	-8	91	99	·	-5	76
- Cn1c(=O)c2[nH]c(Nc3ccccc3)nc2n(C)c1=O
 : -8	150	·	·	·	·	·	8	150

More records.
smiles | NFkB transloc inh | NFkB transloc inh cell count 2 µM | PLAP inhibitors HTS | MRP resist rev | MRP resist rev cytotoxicity | MRP resist rev with doxorubicin | Bcl-B displacement | NFkB transloc pot | NFkB transloc pot cell count 2 µM
CCC(CO)Nc1ncnc2c1cnn2-c1ccc(OC)cc1 (configuration not stated) | -10 | 173 | -3% | 10 | 92 | 81 | -7% | 10 | 173
COc1ccccc1NC(=O)c1oc2ccccc2c1NC(=O)c1ccco1 | 11 | 60 | -2% | · | · | · | 1% | -11 | 60
NC1=NC2(CCCCC2)n2c(nc3ccccc32)N1 | -7 | 138 | -26% | 4 | 92 | 87 | -13% | 7 | 138
O=C(CSc1nc2ccc([N+](=O)[O-])cc2[nH]1)NC1CCCCC1 | 6 | 161 | -7% | · | · | · | -2% | -6 | 161

Some values from the entries so far.
CCC(CO)Nc1ncnc2c1cnn2-c1ccc(OC)cc1 (configuration not stated) in NFkB transloc inh cell count 2 µM → 173
COc1ccccc1NC(=O)c1oc2ccccc2c1NC(=O)c1ccco1 in NFkB transloc pot → -11
NC1=NC2(CCCCC2)n2c(nc3ccccc32)N1 in MRP resist rev → 4
O=C(CSc1nc2ccc([N+](=O)[O-])cc2[nH]1)NC1CCCCC1 in NFkB transloc pot → -6
